Compound activity from PubChem.
KDM5B inh: blocks human KDM5B histone demethylase activity; AID 1347165; hit rate 2.6% among 220,000; KDM5B demethylase, FDH-coupled NADH fluorescence (FDH is formaldehyde dehydrogenase); Potency, µM (highest dose often 57.7 µM), for the others: at the highest dose activity change, negative = inhibition, most hits filed as inhibitors; Q9UGL1; active means well fitted inhibition curve with a large enough effect; inconclusive means small, poorly fitted or top-dose-only effect; inactive means no such curve, though single readings can be large or run the other way; further: 0% is about no effect; nearly all actives have a fitted effect of over 70% in size
Target sequence (Q9UGL1 whole entry, looked up): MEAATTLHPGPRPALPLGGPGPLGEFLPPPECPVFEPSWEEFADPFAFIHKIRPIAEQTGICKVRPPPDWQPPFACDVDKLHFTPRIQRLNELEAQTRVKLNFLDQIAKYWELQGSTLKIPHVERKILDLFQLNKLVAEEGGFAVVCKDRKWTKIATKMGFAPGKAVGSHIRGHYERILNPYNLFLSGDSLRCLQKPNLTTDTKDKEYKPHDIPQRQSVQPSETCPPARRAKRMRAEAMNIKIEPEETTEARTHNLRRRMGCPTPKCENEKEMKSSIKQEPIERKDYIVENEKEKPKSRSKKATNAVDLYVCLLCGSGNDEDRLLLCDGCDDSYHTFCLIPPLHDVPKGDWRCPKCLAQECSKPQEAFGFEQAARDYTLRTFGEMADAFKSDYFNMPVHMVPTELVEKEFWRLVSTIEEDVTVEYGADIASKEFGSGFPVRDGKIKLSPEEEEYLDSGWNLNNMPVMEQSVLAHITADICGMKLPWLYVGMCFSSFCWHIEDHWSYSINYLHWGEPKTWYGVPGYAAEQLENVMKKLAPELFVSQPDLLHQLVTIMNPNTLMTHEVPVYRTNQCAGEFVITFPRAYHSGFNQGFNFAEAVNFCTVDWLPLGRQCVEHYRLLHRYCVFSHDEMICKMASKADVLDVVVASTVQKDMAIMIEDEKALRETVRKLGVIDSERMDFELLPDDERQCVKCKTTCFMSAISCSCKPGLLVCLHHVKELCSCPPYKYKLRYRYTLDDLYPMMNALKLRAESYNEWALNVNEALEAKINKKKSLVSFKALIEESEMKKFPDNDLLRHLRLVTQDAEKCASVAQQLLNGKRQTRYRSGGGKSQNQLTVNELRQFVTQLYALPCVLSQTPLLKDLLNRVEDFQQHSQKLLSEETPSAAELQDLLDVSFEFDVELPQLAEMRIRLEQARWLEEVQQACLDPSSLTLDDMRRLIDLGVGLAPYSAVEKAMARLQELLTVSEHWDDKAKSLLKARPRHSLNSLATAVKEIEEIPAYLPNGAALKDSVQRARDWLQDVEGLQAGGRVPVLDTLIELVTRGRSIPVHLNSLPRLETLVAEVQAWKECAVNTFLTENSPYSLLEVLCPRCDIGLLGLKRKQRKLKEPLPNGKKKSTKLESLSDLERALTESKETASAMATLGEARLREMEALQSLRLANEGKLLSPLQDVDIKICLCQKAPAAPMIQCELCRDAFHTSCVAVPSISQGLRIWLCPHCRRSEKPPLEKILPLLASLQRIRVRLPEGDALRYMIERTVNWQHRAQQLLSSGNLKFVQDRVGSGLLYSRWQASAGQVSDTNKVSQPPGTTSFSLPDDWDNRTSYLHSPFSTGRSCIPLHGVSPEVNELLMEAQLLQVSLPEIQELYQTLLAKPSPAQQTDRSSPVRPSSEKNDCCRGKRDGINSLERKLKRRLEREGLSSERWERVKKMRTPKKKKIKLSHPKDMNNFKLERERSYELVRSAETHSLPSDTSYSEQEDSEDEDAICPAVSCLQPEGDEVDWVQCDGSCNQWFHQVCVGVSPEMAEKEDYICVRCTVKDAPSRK
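Compound dilutions met 200 nM (final) KDM5BΔAP for 10 min at room temperature before substrate addition. The substrate mix held 12.5 µM H3K4me3 with cofactors 25 µM α-ketoglutarate and 50 µM Fe²⁺. NADH signal gain over 30 min defined activity.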
Active calls of the source: *; i = inactive; ? = inconclusive; [ ] = dose if it differs, or a comment. Potency means the concentration at half of the fitted maximal effect. Only part of the results is shown. The share of hits here may be higher or lower than overall.

SMILES	KDM5B inh
Cc1cnc(-c2ccccc2)n1CCNC(=O)c1cn(C)cn1	1%
CCCN(CCC)C(=O)C(Cc1ccccc1)NS(=O)(=O)c1ccc2c(c1)c(=O)n(C)c(=O)n2C (stereo unspecified)	-13%
O=[S+]1([O-])NCC2(CCCN(Cc3ccc(F)cc3)C2)Nc2ccccc21 (stereo unspecified)	-7%
CCn1nccc1C(=O)N1CCCC(c2nn(C)c(=O)n2C(C)C)C1 (stereo unspecified)	17%
Cc1c(Cl)cccc1Nc1sc(C(=O)c2ccccc2)c(N)c1S(=O)(=O)c1ccccc1	-10%
O=C(NCCc1ccc(Cl)cc1)C(=O)NCC(c1ccco1)S(=O)(=O)c1ccc(Cl)cc1 (stereo unspecified)	-1%
CN(C)S(=O)(=O)c1ccc2c(c1)N(CC(=O)N1CCCCC1)CCS2	?
C[C@@H]1OC(C2CCCCC2)N(C)[C@H]2C[C@H]3c4cc(-c5ccc6c(c5)OCO6)ccc4CCN3C[C@@H]12 (stereo partly specified)	-21%
CCc1cccc(-n2c(=O)c3cccnc3n2CC(=O)NCc2ccccc2)c1	?
O=C(CCn1cccn1)N1CCCC(N2CCN(c3cccc(C(F)(F)F)c3)CC2)C1 (stereo unspecified)	-8%
Cc1ccccc1C(=O)Nc1cccc(-c2nc3ccccc3o2)c1	6%
COc1ccc(N2C(=O)c3ccccc3NC2c2ccc(F)cc2)cc1 (stereo unspecified)	5%
CC(Sc1ccccc1F)C(N)=O (stereo unspecified)	18%
CC(=O)c1c(C)[nH]c(-c2csc(NC3CCCC3)n2)c1C	-22%
O=C(NCc1ccccc1Cl)C1CCN(c2ncnc3c2nc2n3CCCCC2)CC1	-24%
CCCN(CC1CCOC1)C(=O)Nc1ccccc1 (stereo unspecified)	-7%
CSc1ccc(C(C)NC(=O)c2cccc(C)c2)cc1 (stereo unspecified)	4%
CCC1(C(=O)O)CCCN(Cc2ccccc2)C1 (stereo unspecified)	-17%
CCOc1ccccc1C(=O)Nc1c(NC2CCCCC2)c2ccccc2oc1=O	-4%
O[C@H]1[C@H](NCc2ccco2)[C@H]2CO[C@H](O2)[C@@H]1N1CCC(Cc2ccccc2)CC1	-26%[86.2 µM]
COCCCNC(=O)C1CCCN(C(=O)c2cnn(-c3ccc(F)cc3)c2-n2cccc2)C1 (stereo unspecified)	9%
COc1ccc(Cc2nc3ccc(C(=O)NCCc4ccccn4)cc3o2)cc1OC	-13%
COc1cccc(Cn2c(=O)c3ccnn3c3ccc(C(=O)O)cc32)c1	?
O=C(c1ccc([N+](=O)[O-])cc1)N1CCN(c2ccc(Nc3ccccc3)nn2)CC1	-13%
COc1ccc2c(C)c(CC(=O)Nc3nnc(C4CC4)s3)c(=O)oc2c1OC	?

Quoted from the listing.
Value for CCn1nccc1C(=O)N1CCCC(c2nn(C)c(=O)n2C(C)C)C1 (stereo unspecified) in KDM5B inh: 17%
Value for CSc1ccc(C(C)NC(=O)c2cccc(C)c2)cc1 (stereo unspecified) in KDM5B inh: 4%
Value for CC(Sc1ccccc1F)C(N)=O (stereo unspecified) in KDM5B inh: 18%
Value for O=C(c1ccc([N+](=O)[O-])cc1)N1CCN(c2ccc(Nc3ccccc3)nn2)CC1 in KDM5B inh: -13%

Back to the main list, starting four compounds before the break.
SMILES	KDM5B inh
COc1ccc(Cc2nc3ccc(C(=O)NCCc4ccccn4)cc3o2)cc1OC	-13%
COc1cccc(Cn2c(=O)c3ccnn3c3ccc(C(=O)O)cc32)c1	?
O=C(c1ccc([N+](=O)[O-])cc1)N1CCN(c2ccc(Nc3ccccc3)nn2)CC1	-13%
COc1ccc2c(C)c(CC(=O)Nc3nnc(C4CC4)s3)c(=O)oc2c1OC	?
O=C1CCN(S(=O)(=O)c2ccccc2)CCCC(CO)CCN1 (stereo unspecified)	-18%
Cc1ccncc1C(=O)N[C@@H]1CN(Cc2ccccc2)C[C@H]1CN(C)C	-7%
COc1cccc2c1OCC(CN1CCN(Cc3ccccc3)C(CCO)C1)=C2 (stereo unspecified)	7%
COC(=O)C1=C(C)N=C2SC=C(CC(=O)NCc3ccco3)N2C1c1cccc(OC)c1 (stereo unspecified)	?
COc1cccc(N2CC(C(=O)NCc3cccc(F)c3)NC2=O)c1 (stereo unspecified)	8%[86.2 µM]
Cn1ccnc1C(O)C1CCN(C(=O)Cc2c[nH]c(=O)n(C)c2=O)CC1 (stereo unspecified)	?
CCCCCn1c(CCC(=O)NCc2cccc(OC)c2)nc2c1c(=O)[nH]c(=O)n2CCCC	13%
CN1CCN(C(=O)CC2CCCN(c3cnn(CC4CC4)c(=O)c3)C2)CC1 (stereo unspecified)	10%
Cc1nnc(NC(=O)CSc2ncc(-c3ccccc3)[nH]2)s1	16%
CCc1nc2c(c(-c3ccc(Cl)cc3)n1)CCN(Cc1cc(C)on1)CC2	-12%
Cc1ccc(C(=O)NCCn2ccn3nc(-c4ccc(F)cc4)cc3c2=O)s1	31%[activator]
O=C(c1ccc(Cl)nc1)N1CCC(N2CC3CCCN3C2=O)CC1 (stereo unspecified)	12%
COc1ccc(Nc2nc(-c3ccc(C)c(C)c3)cs2)cc1	-6%
COc1ccc(C=O)cc1COc1ccc2c(c1)CCC2	-7%
Cc1cccc(NC(=O)Cn2c(=O)c3cccn3c3ccccc32)c1C	-9%
COc1ccc(C)cc1Nc1nc(N)c(C(=O)c2cc(C)ccc2C)s1	-24%
N#Cc1cccc(NC(=O)N2C[C@@H]3C[C@H](C2)c2ccc(-c4ccc(OC(F)(F)F)cc4)c(=O)n2C3)c1	i
CCCc1cc(=O)oc2cc(OC(C)C(=O)NCc3ccc(S(N)(=O)=O)cc3)ccc12 (stereo unspecified)	?
Cc1ccc2[nH]c(=O)c(CN(Cc3cccnc3)Cc3nnnn3CC3CCCO3)cc2c1 (stereo unspecified)	?
CCc1cccc(NC(=O)C2Cn3cccc3C(=O)N2C)c1 (stereo unspecified)	-30%
CN(C)c1cc(=O)c2ccnc(Nc3cccnc3)c2o1	?
Cc1ccccc1-c1nc2cc(NC(=O)c3cccs3)ccc2o1	?
CN1C(=O)[C@@H]2C[C@@H](CN2Cc2ccc3c(c2)OCO3)Oc2ccccc21	-10%[86.2 µM]
Cc1ccc(SCc2cc(=O)[nH]c(Nc3nc(C)c4ccccc4n3)n2)cc1	16%
COCCN1C(=O)c2ccccc2C(C(=O)Nc2ccc3c(c2)OCO3)C12CCCC2 (stereo unspecified)	22%

3 of these compounds in another layout:
KDM5B inh	Molecule
?	Cc1ccc2[nH]c(=O)c(CN(Cc3cccnc3)Cc3nnnn3CC3CCCO3)cc2c1 (stereo unspecified)
-30%	CCc1cccc(NC(=O)C2Cn3cccc3C(=O)N2C)c1 (stereo unspecified)
?	CN(C)c1cc(=O)c2ccnc(Nc3cccnc3)c2o1

More records
SMILES	KDM5B inh
O=C(NCCN1CCCCC1)C1CCc2ncc(-c3ccsc3)n2C1 (stereo unspecified)	-19%
Cc1nc2c(C)cccc2c2c1CCS2	-4%
Cc1cc(C)cc(NC(=O)Cn2c3ncccc3c(=O)n2-c2ccc(C)c(C)c2)c1	?
CC(C)NC(=O)CSc1cc(C(=O)NC2CC2)c2ccccc2n1	4%
COc1ccc(-c2[nH]nc3c2C(c2cccc(OC)c2)CC(=O)O3)cc1 (stereo unspecified)	-3%
O=C(NC1CCN(c2cc(-c3ccc(F)cc3)[nH]n2)C1)c1cc(Cl)ccc1F (stereo unspecified)	?
COc1cccc(Nc2nc3ccccc3nc2NS(=O)(=O)c2ccc(F)cc2)c1	-3%
Cc1ccc(-c2nnc(Nc3ccc(Cl)cc3)c3ccccc23)cc1S(=O)(=O)N1CCOCC1	?
Cc1ccc(CN2C(=O)[C@@H]3C[C@@H](O)CN3C3(CN(C4CCC4)C3)C2=O)o1	-4%[86.2 µM]
CN(C)c1ccc(C(=O)N2CCC(Cc3ccccc3)CC2)cc1	15%
CN(C)C(=O)CC1=C2CCCCC2N(C)C1=O (stereo unspecified)	?
COc1cccc(N2CCN(C(=O)[C@H]3CCC[C@H]3NC(=O)c3ccc(OC)nc3)CC2)c1	-13%
Cc1nc(C)c(CC(=O)Nc2nnc(C3CC3)s2)c(=O)[nH]1	0%
CC(=O)Nc1ccc(CC(=O)N2CCC(C)(c3noc(C)n3)CC2)cc1	0%
Brc1ccc(-c2cc3ccccn3c2)cc1	?
CCCN(CCC)CCNC(=O)Cn1cc2c(n1)-c1c(oc(C(=O)N3CCCC3)c1C)CC2	?
CN1CCC(N(C)CCN(C)C(=O)Nc2ccccc2C(F)(F)F)CC1	-13%
CCc1nnc(NC(=O)c2nc(S(=O)(=O)Cc3cccc(C)c3)ncc2Cl)s1	20%
CCC(c1nnc(SCC(=O)N2CCOCC2)n1C1CCCCC1)N(C)C (stereo unspecified)	35%
Cc1ccc2nsnc2c1NC(=O)COc1ccc(Cl)cc1	-6%
OC(COc1ccc(F)cc1)CN1CCN(c2nccs2)CC1 (stereo unspecified)	-11%
COc1ccc(CNC(=O)[C@@H]2CCC[C@@H](NCC3CC3)CN(C)C(=O)C2)cc1	-16%[86.2 µM]
N#Cc1ccccc1CN1C(=O)NC2(CCCCCC2)C1=O	-4%
Cn1ccc2cc(S(=O)(=O)N3CCN(C(=O)Nc4cccc(F)c4)CC3)ccc21	-16%
CC1(C)C(=O)N(Cc2ccccc2F)[C@H]2CN(Cc3ccc4c(c3)CCO4)C[C@H]2[S+]1(=O)[O-]	-18%

Ordered by heavy-atom count (low to high): some entries from above.
SMILES	KDM5B inh
Brc1ccc(-c2cc3ccccn3c2)cc1	?
CN1CCC(N(C)CCN(C)C(=O)Nc2ccccc2C(F)(F)F)CC1	-13%
COc1ccc(CNC(=O)[C@@H]2CCC[C@@H](NCC3CC3)CN(C)C(=O)C2)cc1	-16%[86.2 µM]

The results go on.
SMILES	KDM5B inh
CC(C)c1ccc(CN(C(=O)c2cc(=O)c3ccccc3o2)C2CCS(=O)(=O)C2)cc1 (stereo unspecified)	17%
CC(C)c1noc(C2Cc3ccccc3N2C(=O)CCn2cnnn2)n1 (stereo unspecified)	?
CCOc1ccc(NC(=O)CCc2c(C)nc3cc(-c4ccccc4OC)nn3c2C)cc1	?
O=C1C=Cc2ccc(Br)c3cccc1c23	-20%
O=C(Cc1cccc2cccnc12)NCCc1ccccc1	4%
COc1ccc(N(CC(=O)NCCc2ccc(C)cc2)S(=O)(=O)c2c(C)nn(C)c2C)cc1	1%
Cc1ccc(CNc2nc(NCc3ccc(C)cc3)n(C(=O)c3ccco3)n2)cc1	?
COc1ccc2oc(-c3ccc(NC(=O)C(C)C)cc3)nc2c1	i
COc1ccc(C(=O)NC[C@H]2O[C@H](Cc3cc(-c4ccccc4)on3)CC[C@@H]2O)cc1	-9%[86.2 µM]
CN1CC2(CCN(S(=O)(=O)c3ccc(C#N)cc3)CC2)CC1C(=O)N1CCOCC1 (stereo unspecified)	-26%
O=C(CC(CC(=O)c1ccc(Br)cc1)c1cccnc1)c1ccc(Br)cc1	20%
Cn1c(=O)[nH]c(=O)c2c1nc(N1CCN(Cc3ccccc3)CC1)n2CCCc1ccccc1	-10%
O=C1NC(=NC2CCCC2)C2(CCN([S+](=O)([O-])c3cccc(C(F)(F)F)c3)C2)N1c1cc(F)cc(F)c1 (stereo unspecified)	-1%[115 µM]
C[C@]1(CO)[C@H]2Cc3sc(NC(=O)c4ccnc(Cl)c4)nc3[C@@H](CC(=O)NCc3ccco3)[C@]2(C)CC[C@H]1O	-7%
FC(F)(F)c1ccc(CN2CCCC3(CC(c4cccc(C(F)(F)F)c4)=NO3)C2)cc1 (stereo unspecified)	?
O=c1[nH]nc(-c2ccccc2)c2ccccc12	26%
CCC12CN(C(=O)c3ccccc3)CC(CC)(CN(C(=O)c3ccccc3)C1)C2=O	15%
COCCN1CCCCCC(O)c2cc(C(=O)N3CC=C(c4ccccc4)CC3)ccc21 (stereo unspecified)	?
COc1ccccc1CNC(=O)C1CCN(C(=O)c2ncn3c2COC(c2ccccc2)C3)CC1 (stereo unspecified)	9%
NC(=O)NC(=O)COC(=O)c1cc(Cl)cc(Cl)c1	7%
COCCn1cnnc1C(C)Nc1nc(C(C)C)nc2c1cnn2C (stereo unspecified)	24%
CCOC(=O)c1ccc(NC(=O)CC(c2ccc(OC)c(OC)c2)N2Cc3ccccc3C2=O)cc1 (stereo unspecified)	2%
O=C(O)C12CC3CC(C(=O)O)(C1)CC(C(=O)O)(C3)C2	8%
O=C(NCC(=O)N1CCN(c2ccccc2F)CC1)c1cccs1	-1%
CCN(C(=O)Cn1cc(C(=O)C(=O)N2CCOCC2)c2ccccc21)c1ccccc1	7%

Following part:
SMILES	KDM5B inh
CN(Cc1ccccc1)C(=O)Nc1ccc2c(c1)N(C)C(=O)c1ccccc1S2	-18%
CC(=O)c1ccc(N2CCN(CC(=O)NC(=O)NCc3ccccc3)CC2)cc1	-4%
COc1ccc(CCN2C(=O)O[C@@H]3CN(c4nc(OC)cc(OC)n4)C[C@@H]32)cc1	18%
Cc1cc(-c2ccc(C)c(S(=O)(=O)N3CCOc4ccc(Cl)cc43)c2)on1	-23%
CCOc1ccc(N(C(C)C(=O)Nc2cc(Cl)ccc2OC)S(C)(=O)=O)cc1 (stereo unspecified)	-16%
COCCN1CCC2(CCC1=O)CN(Cc1cccc(Cl)c1)CCN2C (stereo unspecified)	4%
Cc1nc([C@@H]2CN(C(=O)c3nn(C)c4ccccc34)C[C@H]2C(N)=O)n[nH]1	-13%
